# Source: PubChem BioAssay (National Center for Advancing Translational Sciences (NCATS))
# D2 agonist: HTS Assay for Allosteric Agonists of the Human D2 Dopamine Receptor: Primary Screen for Agonists; HEK293 T-REx D2 cells, calcium flux agonist mode; actives 0.53% (n = 340,000); D(2) dopamine receptor (Homo sapiens), P14416; activation, % at 2 µM; AID 485358, 2010;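 active means activation over 3 SD above normal in the single-dose calcium agonist read, cut at about 30% in these data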; further: 0% is about no effect
# Target sequence (P14416 whole entry, looked up): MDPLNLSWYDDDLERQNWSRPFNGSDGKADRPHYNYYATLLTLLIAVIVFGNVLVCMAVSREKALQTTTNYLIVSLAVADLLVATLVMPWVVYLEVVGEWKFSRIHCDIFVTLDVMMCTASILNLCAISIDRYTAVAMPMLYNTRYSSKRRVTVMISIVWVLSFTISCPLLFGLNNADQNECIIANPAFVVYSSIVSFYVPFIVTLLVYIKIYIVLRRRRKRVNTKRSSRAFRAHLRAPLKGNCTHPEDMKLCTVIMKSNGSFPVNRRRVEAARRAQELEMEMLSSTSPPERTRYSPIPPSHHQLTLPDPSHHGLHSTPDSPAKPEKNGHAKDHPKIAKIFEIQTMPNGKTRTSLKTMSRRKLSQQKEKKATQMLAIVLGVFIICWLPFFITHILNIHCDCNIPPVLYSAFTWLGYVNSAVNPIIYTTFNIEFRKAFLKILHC
#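 Agonism scored from kinetic calcium signal (1 read/sec, 180 s) following compound pin transfer, after a 10 s baseline. Cells: HEK293 Trex line expressing inducible D2 receptor coupled to calcium, dye-loaded after overnight culture at 30 C.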
# Vif-APOBEC3F blk: qHTS for Inhibitors of Vif-A3F Interactions: qHTS. HeLa A3F-eYFP + Vif (tagged APOBEC3F with the HIV-1 protein that degrades it), YFP fluorescence increase. Potency, µM (doses to about 46.1 µM), without a hit: top-dose activity, negative = active. actives 0.2% (n = 390,000). AID 602313, 2012; further: potency means the concentration at half of the fitted maximal effect; % of control where 0% means no effect; nearly all actives have a fitted effect of over 65% in size
#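 HeLa cells stably expressing A3F-eYFP plus Vif, plated and incubated overnight at 37 deg C, then exposed to compounds overnight at 37 deg C. Blocked degradation read as raised yellow fluorescence (Ex 488/Em 500-530).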
# LDHA block: qHTS assay for inhibitors of human lactate dehydrogenase. L-lactate dehydrogenase A chain (Homo sapiens), P00338. purified LDHA, NADH/diaphorase-resazurin fluorescence; hits give low values. activity change, % (values are at about 110 or 230 µM). actives 0.15% (n = 480,000); in the data active means activity change below about -30%; inconclusive means mostly about -25% to -30%;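 further: plate controls were DMSO wells for no effect and wells without enzyme for full effect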
#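 LDH5 2 nM; NADH 0.06 mM, pyruvate 0.2 mM; 200 mM Tris pH 7.4, EDTA, Tween-20; 5 min RT. Detection: diaphorase 0.133 mg/mL + resazurin 37 µM, fluorescence ex540/em590 at 0 and 20 min; normalized to enzyme-free and DMSO wells.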
# RGS4 inhibitor: Inhibitors of Regulator of G Protein Signaling (RGS) 4: qHTS; Transcreener GDP fluorescence polarization, RGS4-accelerated GTP hydrolysis; Regulator of G-protein signaling 4 (Homo sapiens), P49798; actives 0.039% (n = 390,000); Potency, µM (top dose mostly 114 µM), for inactives: at the highest dose activity change, negative = inhibition, hits mostly inhibitors; further: potency means the concentration at half of the fitted maximal effect; on the % scale 0 is the no-effect control and ±100 the full control effect; nearly all actives have a fitted effect of over 75% in size; some results filed as inactive show a strong effect at the top dose
# Target sequence (P49798 whole entry, looked up): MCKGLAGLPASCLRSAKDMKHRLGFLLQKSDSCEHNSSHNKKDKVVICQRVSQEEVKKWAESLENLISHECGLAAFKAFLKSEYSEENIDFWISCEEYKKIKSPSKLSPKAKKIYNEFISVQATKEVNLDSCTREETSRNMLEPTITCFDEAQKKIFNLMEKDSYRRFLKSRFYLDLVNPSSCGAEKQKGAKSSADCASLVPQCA
#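 MLSMR compounds (23 nl, pin-transferred) preincubated 10 min at room temperature with a 500nM (2x) first reagent, then RGS4 at 900nM (2x) plus Transcreener GDP mix added; fluorescence polarization (620/688 nm) read before and after 90 min at 30 °C.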
# ALOX12 inh: Primary qHTS assay for inhibitors of human arachidonate 12S-lipoxygenase (ALOX12): Round 2 | Potency, µM (top dose mostly 108 µM), for the others: at the highest dose activity change, negative = inhibition, actives largely listed as inhibitors | purified 12hLO, xylenol orange hydroperoxide absorbance | AID 1671190, 2021 | actives 1.1% (n = 580,000) | Polyunsaturated fatty acid lipoxygenase ALOX12 (Homo sapiens), P18054; further: potency means the concentration at half of the fitted maximal effect; on the % scale 0 is the no-effect control and ±100 the full control effect
#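 Hydroperoxide product was detected by ferrous iron/xylenol orange as the 573 to 405 nm absorbance ratio. Arachidonic acid at 40 uM (final) was turned over for 30 min at room temperature by 150 nM human 12hLO, pH 7.0 Hepes buffer, after 15 min compound preincubation.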
# Vif-A3G inh: qHTS for Inhibitors of Vif-A3G Interactions: qHTS. DNA dC->dU-editing enzyme APOBEC-3G (Homo sapiens), Q9HC16. HeLa A3G-eYFP + Vif (tagged APOBEC3G with the HIV-1 protein that degrades it), YFP fluorescence, overnight. Potency, µM (highest dose often 46.1 µM), without a hit: at the highest dose activity, negative = active, hits mostly inhibitors. actives 0.076% (n = 410,000);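 further: potency means the concentration at half of the fitted maximal effect; on the % scale 0 is the no-effect control and ±100 the full control effect; nearly all actives have a fitted effect of over 60% in size; hits raise eYFP signal because A3G escapes Vif-driven loss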
# Target sequence (Q9HC16 whole entry, looked up): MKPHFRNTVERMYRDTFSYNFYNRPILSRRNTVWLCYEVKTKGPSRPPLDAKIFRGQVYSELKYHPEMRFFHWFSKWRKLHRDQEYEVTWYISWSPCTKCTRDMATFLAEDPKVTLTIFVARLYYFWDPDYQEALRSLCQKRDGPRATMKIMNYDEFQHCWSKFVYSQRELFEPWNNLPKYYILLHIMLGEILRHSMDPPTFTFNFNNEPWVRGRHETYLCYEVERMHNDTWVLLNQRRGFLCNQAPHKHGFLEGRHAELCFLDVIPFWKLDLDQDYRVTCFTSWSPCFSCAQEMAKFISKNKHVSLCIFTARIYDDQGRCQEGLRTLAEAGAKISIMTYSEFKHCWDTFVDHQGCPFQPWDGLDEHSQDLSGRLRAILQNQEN
#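 Read-out is eYFP fluorescence (Ex 488/Em 500-530) from Vif-expressing HeLa A3G-eYFP cells; more signal means A3G escaped Vif-mediated degradation. Cells plated overnight, compound pinned in, incubated overnight at 37 deg C.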
# ERG Ets-DNA blk: qHTS for Small Molecule Inhibitors of the ERG Ets/DNA interaction. Potency, µM (titrated, usually from 76.9 µM), for the others: top-dose FP activity, negative = inhibition, hits mostly inhibitors. fluorescence polarization, His-ERG Ets domain / labelled DNA. Transcriptional regulator ERG (Homo sapiens), P11308. AID 624246, 2012. actives 0.028% (n = 370,000); active means well fitted inhibition curve with a large enough effect in the polarisation, with a control signal flat; inconclusive means small, poorly fitted or top-dose-only effect, or effect the other way, or a change in a side signal; inactive means no such curve, though single readings can be large or run the other way; the % refers to the polarisation;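 further: polarization taken with two DNA probes labelled with fluorescein and Texas red; potency means the concentration at half of the fitted maximal effect; % of control where 0% means no effect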
#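 His-tagged ERG Ets domain (1 uM in the protein solution; 300mM KCl, 50mM Tris-HCl, 1mM EDTA, 1mM DTT, pH 7.5) received compound, then a probe mix of 5 nM fluorescein-DNA and 100nM Texas-615-DNA. Fluorescence polarization was read for both dyes.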
# Glioma ERSR ind: qHTS for Inducers of the Endoplasmic Reticulum Stress Response (ERSR) in Human Glioma: qHTS | U87-MG GRP78 promoter luciferase reporter, 16 h | Potency, µM, without a hit: at the highest dose activation, hits mostly activators | actives 0.02% (n = 420,000) | AID 602332, 2012; further: potency means the concentration at half of the fitted maximal effect; series mostly up to about 76 µM; % of control where 0% means no effect; nearly all actives have a fitted effect of over 35% in size
#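 Stably transfected U87-MG human glioma cells carrying a GRP78-based luminescent sensor were seeded at 1000 cells/well, pin-dosed with compounds and incubated 16 h. Luciferase reagent was then added, and end-point luminescence was read after 10 min at room temperature.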
# D2 antagonist: HTS Assay for Allosteric Antagonists of the Human D2 Dopamine Receptor: Primary Screen for Antagonists | actives 2% (n = 340,000) | HEK293 TREx D2 cells, calcium flux, dopamine EC80 | inhibition, % at 10 µM; in the data active means inhibition above about 30%; further: 0% is about no effect
#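 Read-out: kinetic calcium fluorescence (1 cycle/s) in inducible HEK293 T-REx D2 cells after an EC80 dopamine addition that followed 180 s compound preincubation. Loss of the dopamine response indicates antagonism.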
# The depositor's hits bear a star; ? = inconclusive; / = not tested or not shown; & = joins results of further samples; [ ] = dose if it differs, or a comment. Unless noted, the call rests on the fitted dose curve; in most records, active means well fitted curve in the direction sought with a large enough effect; inconclusive means small, poorly fitted or top-dose-only effect, or another doubt; inactive means no such curve, though single readings can be large; an effect the other way counts as inactive or inconclusive. A portion of the library; count on the stated rates, not on these rows.
item	SMILES	Vif-APOBEC3F blk	Glioma ERSR ind	Vif-A3G inh	LDHA block	ERG Ets-DNA blk	RGS4 inhibitor	D2 antagonist	D2 agonist	ALOX12 inh
1	O=C(/C=C/c1ccc(Cl)cc1)N1CCN(CCN2C(=O)c3cccc4cccc(c34)C2=O)CC1	1%	-2%	-3%	-12	-7%	16%[11.4 µM]	/	/	0%
2	CC(C)c1ccc(NC2CCCN(C(=O)c3cscn3)C2)cc1 (configuration not stated)	-7%	2%	4%	-1	4%	-8%	-2	0.7	181%[activator]
3	C[C@H]1CN([C@@H](C)CO)S(=O)(=O)c2ccc(C#Cc3cccnc3)cc2O[C@@H]1CN(C)C(=O)Nc1ccc2c(c1)OCO2	-5%	-1%	0%	14	/	/	/	/	-58%
4	O=C(CCc1nc2sc3c(c2c(=O)[nH]1)CCCC3)NCCc1ccc(Cl)cc1	-10%	-1%	-10%	-17	/	/	/	/	?
5	Cc1ccccc1N(C(=O)c1csnn1)C(C(=O)NC1CCCCC1)c1ccncc1 (configuration not stated)	-14%	0%	-1%	-3	6%	5%	-3	-1.0	-11%
6	Cc1cc(NC(=O)CSc2nc(N)c(NC(=O)c3ccccc3)c(=O)[nH]2)no1	1%	-5%	2%	-20	-1%	3%	4	0.4	-10%
7	Nc1nn(-c2ccccc2)c(N)c1N=Nc1ccccc1F	-1%	-5%	?	-5	5%	8%	-6	-1.7	9%
8	Cc1cc(C(=O)Nc2nc3c(C)cccc3s2)c(C)o1	-2%	-4%	-2%	-2	-8%	-19%	-8	-0.7	270%[activator]
9	COc1cc(OC)c(NC(=O)c2csc3c2CCC(C)C3)cc1Cl (configuration not stated)	3%	-2%	5%	2	-2%	-4%	/	-0.4	0%
10	CC(C)[C@H](NC(=O)OC(C)(C)C)C(=O)N1CCC(C(=O)N[C@@H](C)C(=O)Nc2ccc(F)cc2)CC1	6%	10%	2%	-4	4%	27%	0	-1.4	3%
11	CCOC(=O)c1c(C)[nH]c(N=Nc2cccc(OC)c2)c1C	-14%	-4%	-5%	1	2%	-25%	10	-3.7	-9%
12	Cc1ccc(NC(=O)C2CC(=O)N(c3ccc4c(c3)OCCO4)C2)cc1S(=O)(=O)N1CCCCCC1 (configuration not stated)	3%	-4%	2%	0	13%	11%	/	/	-2%
13	Cc1ccc(NC(=O)Nc2c(Cl)cccc2Cl)cn1	-2%	-6%	-1%	-1	-5%	-15%	-13	4.6	46%[activator]
14	Cc1cccc(O)c1C	0%	-1%	1%	-3	4%	21%	/	/	22%
15	COc1ccc(CN(C)CC(=O)N2CCc3ccccc3C2)cc1	2%	0%	1%	0	-1%	-4%	-18	-0.9	0%
16	COCCCNC(NC(=O)c1ccc(OC)cc1)C(Cl)(Cl)Cl (configuration not stated)	-9%	-2%	-7%	-2	-3%	-14%	9	0.8	5%
17	N#C/C(=C(/O)COC(=O)CSc1ccc2ccccc2c1)c1nc2ccccc2[nH]1	?	5%	-3%	7	-7%	-5%	5	0.9	-6%
18	Cc1cc(C)cc(NC(=O)c2cccc(NC(=O)c3ccco3)c2)c1	1%	5%	1%	-4	0%	-2%	/	/	70%[activator]
19	CCOC(=O)c1cccc(NS(=O)(=O)c2cn(C)c(C)n2)c1	2%	-1%	-2%	-7	1%	-22%	/	-0.5	?
20	CCCCN1CCCCC1C(=O)Nc1c(C)cccc1C (configuration not stated)	0%	-3%&-5%	-1%	-3	-3%	-25%	-12	1.3	16%
21	CCOC(=O)C1CCC(CN(Cc2ccc(OC)cc2)S(=O)(=O)c2ccc(C)cc2)CC1 (configuration not stated)	0%	0%	1%	3	-1%	16%	/	0.2	-16%
22	CC[n+]1cc(C)ccc1/C=C/c1ccc(N(C)C)cc1	?	13%	?	-12	0%	-14%	30	2.7	?
23	O=C(COC(=O)C1=COCCO1)Nc1ncc(C(F)(F)F)cc1Cl	-5%	-3%	1%	-7	-4%	-4%[11.4 µM]	-21	0.3	?
24	CCOc1ccc(Br)cc1C(=O)N/N=C/c1ccc([N+](=O)[O-])cc1	7%	-3%	-1%	-1	-4%	-13%	17	-0.6	1%
25	COc1cccc(C2(C)NC(=O)N(CC(=O)c3cc(C)n(C4CC4)c3C)C2=O)c1 (configuration not stated)	1%	-3%	-1%	-1	-13%[15.4 µM]	-2%	-2	0.0	0%
26	O=C(CN1C(=O)CCS(=O)(=O)c2ccccc21)Nc1ccccc1F	8%	-4%	1%	-7	1%	-1%	2	-0.2	-9%
27	Cc1cc(O)c(C(=O)Nc2cccc(Cl)c2)c(=O)n1C	-9%	2%	0%	-6	-7%	22%	-2	0.4	-13%
28	COc1ccc(-c2csc(NCCc3nc4cc(Cl)c(Cl)cc4n3CCCO)n2)cc1	1%	1%	-22%	0	-11%	-34%	/	/	0%
29	CC(C)CNC(=O)c1cc([N+](=O)[O-])ccc1N1CCOCC1	-2%	-7%	1%	-4	-3%	8%	4	0.6	-21%
30	Cc1ccc(C(=O)C=Cc2cccc(C)c2)cc1	-1%	16%	-11%	-5	-2%	-21%	/	/	-8%
31	CCCCC(CC)Cn1c(O)c(/C=C2\C=NN=C2c2ccccc2)sc1=S (configuration not stated)	2%	-4%	1%	-7	-4%	6%	-2	2.2	-14%
32	Cc1cc2ncn(CCOc3ccccc3C#N)c2cc1C	-4%	-2%	-2%	-4	-1%	10%	29	0.6	30%
33	Cc1ccc(S(=O)(=O)N2C[C@H]3C(=O)C[C@@H](c4ccccc4)N(S(C)(=O)=O)[C@H]3C[C@H]2c2ccccc2)cc1	/	-3%	-1%	-4	/	/	/	/	?
34	Cc1cccc(OC(C)C(=O)Nc2nccs2)c1 (configuration not stated)	7%	5%	3%	1	5%	33%	-5	1.0	-5%
35	CNC(=S)Nc1cc(OC)c(NC(=O)c2ccco2)cc1OC	-10%	0%	0%	-2	-3%	-7%	-9	0.0	-10%
36	COc1cccc(C(=O)Nc2cc(NC(=O)c3ccco3)ccc2OC)c1	-1%	-2%	2%	-12	0%	7%	3	-0.4	-21%
37	COc1nn(CC(=O)N2N=C(C)CC2(O)C(F)F)cc1[N+](=O)[O-] (configuration not stated)	5%	-4%	-2%	-11	3%	-5%	5	-0.2	1%
38	CCOc1ccc(S(=O)(=O)N2CCN(C(=O)c3oc4ccccc4c3C)CC2)cc1	12%	-3%	-7%	2	5%	12%	/	/	-2%
39	Cc1ccc(NC(=O)COC(=O)CCC(=O)c2cccs2)c(C)c1	?	-1%	-3%	-3	14%	-1%	3	-0.2	-4%
40	COC(=O)[C@@H](Cc1c[nH]c2ccccc12)NCc1cccc(B(O)O)c1	2%	-2%	-7%	1	6%	1%	/	/	1%
41	CC1(C)C2CC=C(/C=N/NC(=S)Nc3cccnc3)C1C2 (configuration not stated)	-15%	-4%	-6%	-5	2%	0%	-5	-2.6	14%
42	O=c1oc(C2(O)CCCCC2)cc2ccc(-c3ccc4[nH]ccc4c3)cc12	7%	6%	-10%	-1	-5%	-6%	/	/	-17%
43	CN1CCC2(CC1)Nc1nc(SCc3ccc(Cl)cc3)nn1C1=C2CN(C)CC1	-8%	-4%	1%	-10	17%	13%	-3	1.2	11%
44	O=C(O)c1cccc(N2C(=S)N=C(Nc3ccccc3)C23CCCCC3)c1	0%	-1%	2%	0	-4%	-7%	-5	0.8	-28%
45	O=C(COC(=O)c1ccc(F)c([N+](=O)[O-])c1)NC(=O)NCc1ccccc1	-8%	-12%	-23%	-7	-1%	-18%	/	/	386%[activator]
46	CN1CCN(S(=O)(=O)c2ccc(Nc3ccc(F)cc3)nc2)CC1	8%	-5%	3%	-4	7%	-7%	4	-0.4	-32%
47	Cc1ccc(N=Cc2nc(-c3ccco3)oc2O)cc1	2%	?	-4%	-8	/	17%	-1	0.3	?
48	Cc1ccc(C)c(C(=O)Cn2c(NCCO)nc3ccccc32)c1	1%	-3%	1%	-4	-10%	-15%	6	3.2	9%
49	CN1CC(=O)N(CC(=O)Nc2ccc(F)cc2)c2ccccc2C1=O	0%	-4%	-1%	1	-1%	-23%	10	1.4	6%
50	O=C(O)Cn1cc(C(=O)C2CC2)c2ccccc21	-1%	-4%	0%	5	-1%	-21%	-8	1.0	-39%
